eLon inh: inhibitors of E. coli Lon protease; actives 0.42% (n = 360,000); purified E. coli Lon protease, fluorescence polarization; P0A9M0; inhibition, % at 7.94 µM; in the data active = inhibition above about 13%, passing the limit was not always enough;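 note: 0% = enzyme with probe and DMSO and 100% = no enzyme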
Tb MetRS inh: blocks T. brucei methionyl-tRNA synthetase activity; AID 624268; inhibition, % at 11.9 µM; purified T. brucei MetRS, ATP depletion, Kinase-Glo luminescence; actives 0.4% (n = 360,000);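 active = inhibition above a per-plate cutoff of the control wells' mean inhibition plus 3 SD, cut at about 5.5% in these data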;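 note: 0% = DMSO wells median and 100% = median of wells with control inhibitor compound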
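System: purified T. brucei MetRS enzyme / Detection: Kinase-Glo luciferase luminescence reporting remaining unconsumed ATP / Medium: HEPES buffer with MgCl2, KCl, DTT, spermine, BSA, pyrophosphatase / Replication: singlicate, one well per compound / Evaluation: percent inhibition relative to median high and low control wells / Schedule: 2 h aminoacylation at 25 °C after 15 min preincubation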
STEP block: inhibitors of human striatal-enriched phosphatase STEP. P54829. inhibition, % at 20 µM. actives 0.25% (n = 360,000). recombinant STEP, OMFP fluorogenic substrate, fluorescence. AID 588621;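 active = inhibition at 20 µM, scaled per plate between control wells, above about 37%, limit read from the data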;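 note: 0% = DMSO with enzyme and substrate and 100% = substrate only without enzyme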
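Material: STEP (striatal-enriched tyrosine phosphatase) enzyme, cell-free; Compound dosing: 20 µM single dose in 1% DMSO; Technique: fluorescence read at 480 nm ex / 540 nm em; Times: reaction 20 min, ambient temperature; Medium: 50 mM Bis-Tris pH 6.0 with 2.5 mM DTT and 0.005% Tween 20; Also added: OMFP at 25 µM.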
MsrA inhibitor: inhibitors of bovine MsrA. purified bovine MsrA, absorbance read-out. inhibition, % at 15.5 µM. actives 0.75% (n = 360,000). AID 651718; in the data active = inhibition above about 4.5%;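 note: 0% = vehicle wells with enzyme and 100% = reference inhibitor wells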
LMPTP inh: blocks human LMPTP phosphatase; P24666; recombinant LMPTP-A, OMFP fluorogenic substrate, fluorescence intensity; inhibition, % at 20 µM; actives 0.22% (n = 360,000);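 active = compounds that cut the enzyme signal by at least half of the control window in the single-dose screen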;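 note: plate controls were DMSO wells with enzyme plus substrate for no effect and substrate without enzyme for full effect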
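material = LMPTP-A | quantity = 0.625 nM enzyme | reagent = OMFP substrate, 400 µM final | buffer or medium = Bis-Tris pH 6.0, DTT, detergent | detection = endpoint fluorescence intensity from OMFP dephosphorylation | dosing = single 20 µM dose | read-out basis = % inhibition relative to no-enzyme and uninhibited control wells | control set = no-enzyme and uninhibited controls | timing = 50 min at room temperature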
SUMO1 PPI mod: SUMO1-SIM interaction modulation | P63165 | SUMO1 binding to a labelled peptide, TR-FRET, 1 h | inhibition, % at 20 µM | actives 0.33% (n = 360,000); in the data active = inhibition above about 37%
Scp1 inh: blocks human Scp-1 phosphatase activity; actives 0.88% (n = 340,000); inhibition, % at 20 µM; Recombinant Scp1, phosphopeptide, malachite green phosphate absorbance; AID 493091;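 active = inhibition above about 50% at 20 µM, limit read from the data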;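 note: plate controls were DMSO wells with enzyme for no effect and wells lacking enzyme for full effect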
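assay system = SCP-1 phosphatase catalytic domain, residues 76-261 | buffer or medium = 50 mM Tris acetate pH 5.5, 0.005% Tween-20, 10 mM MgCl2 | incubation = enzyme reaction 45 min at room temperature, colour 5 min, stabilisation 30 min | signal = Phosphate-binding colour reagent, absorbance read at 630 nm | measure = % inhibition at 20 µM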
bovine MsrA act: bovine methionine sulfoxide reductase A activation | purified bovine MsrA, absorbance read-out | activation, % at 10.6 µM | actives 0.3% (n = 360,000); in the data active = activation above about 7.5%;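 note: 0% = vehicle and 100% = reference activator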
DNMT1 inh: inhibitors of human DNMT1; P26358; DNMT1 molecular beacon, Hinp1I cleavage, fluorescence; inhibition (reported as % activation of signal), % at 10 µM; actives 0.83% (n = 360,000); AID 588458; in the data active = inhibition above about 50%
Target sequence (P26358 504-1616 limits assumed): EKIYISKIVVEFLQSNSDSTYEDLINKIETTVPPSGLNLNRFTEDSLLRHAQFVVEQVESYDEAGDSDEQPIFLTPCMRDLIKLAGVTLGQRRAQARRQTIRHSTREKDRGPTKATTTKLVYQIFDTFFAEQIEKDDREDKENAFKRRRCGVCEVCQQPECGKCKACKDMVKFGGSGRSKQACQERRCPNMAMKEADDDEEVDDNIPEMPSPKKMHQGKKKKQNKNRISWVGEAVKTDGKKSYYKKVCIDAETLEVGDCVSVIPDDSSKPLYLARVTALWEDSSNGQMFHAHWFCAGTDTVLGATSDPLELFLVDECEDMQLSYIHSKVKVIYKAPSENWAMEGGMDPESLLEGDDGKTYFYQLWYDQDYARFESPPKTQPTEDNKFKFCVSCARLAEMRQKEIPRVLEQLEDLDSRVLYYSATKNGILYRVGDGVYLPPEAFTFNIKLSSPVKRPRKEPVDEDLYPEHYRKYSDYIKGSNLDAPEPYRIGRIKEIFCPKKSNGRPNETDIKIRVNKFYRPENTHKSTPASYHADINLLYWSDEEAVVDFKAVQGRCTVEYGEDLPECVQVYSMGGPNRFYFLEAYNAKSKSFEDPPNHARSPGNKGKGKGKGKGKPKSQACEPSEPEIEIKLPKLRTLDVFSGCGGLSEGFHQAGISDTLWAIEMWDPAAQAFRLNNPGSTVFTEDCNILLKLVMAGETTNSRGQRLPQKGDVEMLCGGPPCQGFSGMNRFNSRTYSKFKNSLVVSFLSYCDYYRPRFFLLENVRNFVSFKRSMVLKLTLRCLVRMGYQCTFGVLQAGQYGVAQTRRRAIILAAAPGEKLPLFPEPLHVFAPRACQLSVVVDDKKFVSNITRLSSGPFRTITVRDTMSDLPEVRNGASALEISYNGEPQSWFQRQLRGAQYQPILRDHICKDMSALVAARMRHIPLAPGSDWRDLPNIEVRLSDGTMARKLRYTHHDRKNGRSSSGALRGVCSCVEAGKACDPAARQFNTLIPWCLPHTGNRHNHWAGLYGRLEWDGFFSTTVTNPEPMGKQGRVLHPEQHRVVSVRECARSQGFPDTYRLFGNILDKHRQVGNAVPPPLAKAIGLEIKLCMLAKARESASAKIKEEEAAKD
CendR NRP1 mod: modulators of CendR peptide binding to human neuropilin-1. O14786. FAM-RPARPAR peptide binding to NRP-1, fluorescence polarization. inhibition, % at 25 µM. actives 0.85% (n = 360,000);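 active = inhibition or corrected inhibition above about 18%, plus a signal ratio from 0.5 to 1.5, limit read from the data, passing the limit was not always enough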; note: strong numbers were not always called active
The depositor's hits bear a star; . = not tested or not shown.

entry	eLon inh	Tb MetRS inh	STEP block	MsrA inhibitor	LMPTP inh	SUMO1 PPI mod	Scp1 inh	bovine MsrA act	DNMT1 inh	CendR NRP1 mod	canonical_smiles
1	-6.7	0.0	0.7	0.3	0.1	6.2	-6.1	-0.3	1.7	-24.6	COc1ccc(CCNC(=O)COC(=O)c2ccc(OC)cc2OC)cc1
2	-0.6	-0.4	0.7	0.3	-1.3	3.1	-10.2	-4.6	0.6	13.8	Cc1ccc(C)c(S(=O)(=O)N2CC(=O)Nc3ccccc32)c1
3	-0.2	-0.4	-2.5	-0.3	-0.5	0.3	-7.7	-2.5	2.0	0.0	COc1ccc(NC(=O)CN2CCN(c3ccccc3C)CC2)cc1
4	-0.7	-1.0	3.0	0.0	-0.9	0.8	-5.5	-4.0	-3.0	4.8	Cc1nn(Cc2ccc(Cl)cc2)c(C)c1NC(=O)CCCn1nc(C)c([N+](=O)[O-])c1C
5	4.2	-0.4	1.8	0.7	0.9	-8.1	0.8	-0.7	-2.3	4.7	CCCn1c2ccccc2c2nnc(SC(CC)C(=O)Nc3cc(C)on3)nc21 (stereo unspecified)
6	1.7	0.6	-1.2	2.8	2.2	-9.9	-1.1	-1.8	-8.9	-7.9	CCOc1nc(-c2ccc(OC)cc2)ccc1-c1noc(C)n1
7	-14.8	-0.8	-3.7	-0.9	-1.5	-0.6	7.5	-5.3	1.0	-2.7	Cc1c(Nc2ncnc3c2cnn3-c2ccccc2)c(=O)n(-c2ccccc2)n1C
8	-16.1	0.0	0.3	0.8	-1.2	0.2	.	-1.1	1.4	0.1	CCCS(=O)(=O)NC(=O)C1(C)CCN(C(=O)c2cccc(OC(F)(F)F)c2)C1 (stereo unspecified)
9	19.9	0.7	-2.7	0.3	0.4	8.7	5.2	-9.8	5.8	-11.2	Cc1ccc(S(=O)(=O)N2[C@@H](c3ccccc3)C(C(=O)O)=CC[C@H]2c2ccc(Cl)cc2)cc1
10	-5.5	-0.1	-1.1	0.2	-1.5	1.1	3.5	-1.3	5.8	7.2	CC(=O)NC(Cc1cc(C)ccc1C)C(=O)N1CCN(C(=O)c2ccccc2Br)CC1 (stereo unspecified)
11	-7.8	-0.5	-2.4	0.9	0.1	0.7	.	-0.8	2.8	4.0	CCCc1nc2ccc(Cl)cn2c1Cc1cccc(Cl)c1
12	2.9	-0.1	-1.7	-0.5	2.9	3.6	-7.6	-1.3	-2.9	5.0	CC(=NO)C1CCC2C3CCC4CC(=NO)CCC4(C)C3C(C)(O)CC12C (stereo unspecified)
13	-4.7	-1.2	-0.3	-1.2	-0.4	6.3	-2.8	-1.1	1.1	-6.2	CC(C)CN1CCCC(N2CCN(c3cccc(Cl)c3)CC2)C1 (stereo unspecified)
14	4.5	0.0	-0.9	-0.4	-0.5	-1.2	5.4	-1.6	-0.1	11.0	CC(C)C(=O)N(Nc1nc2ccccc2s1)C(=O)C(C)C
15	14.7	-0.8	-1.1	0.1	-0.1	4.3	.	-1.5	0.1	18.8	O=S1(=O)CC(N2CCN(CCO)CC2)CN1C1CCCCC1 (stereo unspecified)
16	9.7	-0.4	2.2	.	-0.4	3.9	-5.7	5.2	-10.4	13.1	COc1cc(Cl)c(C)cc1NC(=O)CN1CCN(C(=O)C2CC2)CC1
17	-15.1	-0.3	-0.3	0.5	0.1	3.8	.	0.1	4.2	-7.6	CCCS(=O)(=O)NC(=O)C1(C)CCN(C(=O)COc2ccccc2)C1 (stereo unspecified)
18	0.2	0.1	-1.5	-1.0	-1.9	0.7	.	2.5	5.1	10.7	CN(CCO)C(=O)c1nc[nH]c1C(=O)N1CCN(C(=O)OC(C)(C)C)CC1
19	-9.9	-0.1	2.3	1.0	5.1	2.3	-20.4	-1.9	-4.2	-9.0	Cc1onc(-c2ccc(Cl)cc2)c1-c1ccnc(SCC(=O)Nc2ccc(C(C)C)cc2)n1
20	3.1	-0.1	2.1	1.5	3.1	0.3	-5.9	-2.2	-1.5	-15.5	COC(=O)c1ccc(C2=NOC(C)(c3sc(-c4ccccc4)nc3C)C2)cc1 (stereo unspecified)

Reprinted from the part before: five entries, then new ones.
entry	eLon inh	Tb MetRS inh	STEP block	MsrA inhibitor	LMPTP inh	SUMO1 PPI mod	Scp1 inh	bovine MsrA act	DNMT1 inh	CendR NRP1 mod	canonical_smiles
16	9.7	-0.4	2.2	.	-0.4	3.9	-5.7	5.2	-10.4	13.1	COc1cc(Cl)c(C)cc1NC(=O)CN1CCN(C(=O)C2CC2)CC1
17	-15.1	-0.3	-0.3	0.5	0.1	3.8	.	0.1	4.2	-7.6	CCCS(=O)(=O)NC(=O)C1(C)CCN(C(=O)COc2ccccc2)C1 (stereo unspecified)
18	0.2	0.1	-1.5	-1.0	-1.9	0.7	.	2.5	5.1	10.7	CN(CCO)C(=O)c1nc[nH]c1C(=O)N1CCN(C(=O)OC(C)(C)C)CC1
19	-9.9	-0.1	2.3	1.0	5.1	2.3	-20.4	-1.9	-4.2	-9.0	Cc1onc(-c2ccc(Cl)cc2)c1-c1ccnc(SCC(=O)Nc2ccc(C(C)C)cc2)n1
20	3.1	-0.1	2.1	1.5	3.1	0.3	-5.9	-2.2	-1.5	-15.5	COC(=O)c1ccc(C2=NOC(C)(c3sc(-c4ccccc4)nc3C)C2)cc1 (stereo unspecified)
21	-1.2	-0.7	-1.3	-0.5	-2.2	2.8	-5.8	-2.3	2.7	-11.2	CCN(CC)CC(C)(C)COC(=O)c1oc2ccccc2c1C
22	0.7	0.4	2.3	-1.1	-0.4	2.9	-6.5	-1.6	-4.7	-0.5	COc1ccc(NC(=O)c2cc(S(=O)(=O)N3CCCC3)cn2C)cc1Cl
23	-11.4	-0.1	-2.2	-1.1	-1.6	-5.6	7.2	-5.0	9.3	-7.6	c1ccc(CCCCN2C(Nc3ccccc3)=NC[C@@H]2Cc2ccccc2)cc1
24	2.9	-0.4	0.4	-0.8	23.1	2.0	-3.5	-1.6	61.5*	-6.7	Cc1ccc(CNC(=O)c2nnn(CC(=O)Nc3cccc(C)c3C)c2N)cc1
25	2.8	1.3	-1.2	0.1	0.2	2.2	-0.1	0.4	0.7	-16.3	Cc1ccc(S(=O)(=O)CCC(=O)Nc2nc3c(s2)CCCC3)cc1
26	-0.1	0.0	2.5	0.7	0.8	-1.1	-6.5	-2.7	2.3	-8.1	CCCOc1ccc(Cl)cc1/C=C1/C(=O)ON=C1C
27	-3.0	0.1	3.9	0.0	2.5	-3.9	-15.8	-2.1	-2.2	7.1	CCCS(=O)(=O)c1nc(S(=O)(=O)c2ccc(C)cc2)c(N2CCC(C)CC2)s1
28	-1.2	-0.1	2.2	.	-0.6	-0.7	23.4	-2.3	-1.6	-9.7	Cc1ccc(-c2nnn(CC(=O)N(CCO)C(C(=O)NC(C)(C)C)c3ccncc3)n2)cc1 (stereo unspecified)
29	6.0	-0.5	0.9	-0.5	-1.0	-2.2	11.7	-2.9	-0.5	-4.4	Cc1ccc(S(=O)(=O)N(C)C)cc1NC(=O)COC(=O)CCC1CCCCC1
30	8.4	-0.6	3.1	0.4	6.4	-17.5	-4.3	3.5	1.2	-15.8	O=C(N/N=C/c1cc([N+](=O)[O-])ccc1N1CCNCC1)c1ccc([N+](=O)[O-])cc1
31	-1.7	-0.5	0.8	2.9	-2.0	-16.2	-3.2	-8.5	1.4	-5.6	CCOC(=O)c1c(N/N=C/c2ccncc2)n[nH]c1C
32	8.2	-0.1	-3.4	0.9	-0.5	0.6	-7.4	-1.5	1.8	8.0	Cc1ccc(CNC(=O)C2CCN(S(=O)(=O)c3c(C)noc3C)CC2)cc1
33	-6.6	0.2	0.3	-0.9	-0.1	0.5	-4.2	-2.1	0.6	4.5	O=C(Cn1cccn1)N1CCCC(N2CCN(c3ccccc3F)CC2)C1 (stereo unspecified)
34	8.7	-1.1	-3.4	-0.2	-1.5	1.6	-5.5	-4.2	-9.2	-5.4	CC(=O)Nc1cccc(NC(=O)COc2nncc3ccccc23)c1
35	2.6	-0.1	7.0	2.5	0.2	13.0	32.4	-1.8	10.1	10.1	CCNc1nc(NCC)n2c(SCC(=O)Nc3ccc(Br)cc3F)nnc2n1
36	-4.3	-1.8	-1.5	2.9	-0.5	-4.5	0.2	-11.4	-5.0	8.7	COC(=O)c1ccc(C2NC(=S)N(c3ccccc3)C(C)=C2C(=O)Nc2ccccc2OC)cc1 (stereo unspecified)
37	4.2	-1.2	2.2	0.4	-1.2	1.5	-5.5	-2.6	-3.1	-7.4	O=S(=O)(NCCN1CCOCC1)c1ccc(Cl)s1
38	-5.9	-1.4	-2.8	-0.3	-0.5	2.8	-3.1	-12.6	-0.9	3.1	N#CCSc1nnc2ccc3ccccc3n12
39	0.4	0.4	-1.8	0.4	-0.4	4.6	-4.9	-2.9	-1.2	-12.3	O=C(CCC1CCCN(C(=O)C2CCCC2)C1)NCc1ccc(F)c(F)c1 (stereo unspecified)
40	-4.7	-0.5	96.6*	1.4	2.1	-3.4	8.7	-2.5	-2.6	-13.1	S=C(c1cn(CCOc2ccccc2)c2ccccc12)N1CCCC1
41	-6.0	-1.4	4.7	1.0	5.6	-1.4	-5.1	-9.2	1.2	8.1	O=C(NC12CC3CC(CC(C3)C1)C2)c1ccc(-c2ccc(Br)cc2)o1
42	-2.6	0.8	-1.4	0.9	-0.9	-26.1	-11.0	-1.4	-0.6	-10.2	COc1ccc(N2C(=O)CC(c3ccc([N+](=O)[O-])cc3)C2=O)cc1 (stereo unspecified)
43	-3.1	-1.3	-13.2	0.6	-0.4	-0.3	-8.0	-6.0	5.9	-12.3	COc1ccc(C(=O)Oc2ccc(=O)n(-c3ccccc3)n2)cc1
44	2.3	1.1	-4.1	0.6	-1.8	3.7	-4.7	-1.3	-6.4	1.9	CCCCCCNc1c([N+](=O)[O-])c(=O)sc2ccccc12
45	-0.9	-1.7	0.4	1.3	-0.5	2.6	-2.2	-6.1	-4.0	7.7	Cc1nn(-c2ccccc2)c(Cl)c1C(=O)NCCCCNC(=O)c1c(C)nn(-c2ccccc2)c1Cl
46	-10.1	0.1	4.4	1.9	1.0	-20.8	-7.6	-1.8	-1.8	16.1	COc1ccc(CNC(=O)CCC(=O)N2CCN(S(=O)(=O)c3cc([N+](=O)[O-])ccc3C)CC2)cc1
47	5.3	-0.6	-0.3	-0.9	0.2	8.6	-8.1	0.3	-1.6	7.3	Cc1c(NC(=O)CN2CCC(C(N)=O)CC2)cccc1[N+](=O)[O-]
48	-2.7	0.0	-2.3	2.0	-0.6	-0.7	-18.1	-3.2	-2.3	-4.5	O=C(Nc1ccc(S(=O)(=O)Nc2cnc3ccccc3n2)cc1)c1ccc(F)cc1
49	3.7	0.1	-2.4	-0.1	0.9	1.1	-5.8	-0.6	8.0	-5.4	COCCNC(=O)c1onc(CSc2ccc(C)c(C)c2)c1C(=O)O

Hits appear at their usual frequency. About 4.3% of those tested had a hit in this group.
